# Screening data: PubChem, National Center for Advancing Translational Sciences (NCATS)
# KB-V1 cytotox: KB-V1 MDR subline cytotoxicity | KB-V1 MDR cells viability, CellTiter-Glo, 72 h | 3.4% of 400,000 active | Potency, µM (top dose mostly 46.1 µM), without a hit: at the top dose activity change, negative = cytotoxicity, usual class: cytotoxic; note: % is set by controls: 0 for no effect and ±100 for the full control effect; nearly all actives have a fitted effect of over 60% in size
#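 Drug-selected KB-V1 cells, grown in DMEM lacking phenol red with 10% FBS, receive compound titrations; after three days at 37 degrees C, surviving cell ATP is quantified by CellTiter-Glo luminescence and responses normalized and curve-fitted.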
# GLP1R inv ag: GLP-1 receptor (human) inverse agonism | HEK293 GLP-1R CRE-luciferase, luminescence, 24 h; GLP-1R form is constitutively active | Potency, µM (series often up to 38.3 µM), without a hit: at the highest dose activity change, negative = inhibition, actives largely listed as inhibitors | AID 624417 | 1.6% of 410,000 active | P43220; note: % is set by controls: 0 for no effect and ±100 for the full control effect; nearly all actives have a fitted effect of over 55% in size
# Target sequence (P43220 whole entry, looked up): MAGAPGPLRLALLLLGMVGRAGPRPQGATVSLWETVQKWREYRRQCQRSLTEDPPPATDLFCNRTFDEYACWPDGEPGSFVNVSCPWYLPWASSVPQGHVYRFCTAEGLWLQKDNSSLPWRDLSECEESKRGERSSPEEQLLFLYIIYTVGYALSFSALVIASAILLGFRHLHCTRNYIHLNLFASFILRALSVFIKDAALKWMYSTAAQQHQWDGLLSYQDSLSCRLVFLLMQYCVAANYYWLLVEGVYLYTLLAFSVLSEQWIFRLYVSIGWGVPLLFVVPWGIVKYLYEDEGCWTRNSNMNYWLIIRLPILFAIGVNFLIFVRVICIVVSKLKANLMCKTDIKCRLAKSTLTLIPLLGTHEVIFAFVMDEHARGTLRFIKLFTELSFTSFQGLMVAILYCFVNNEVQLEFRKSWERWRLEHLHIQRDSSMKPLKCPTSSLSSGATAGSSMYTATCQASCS
#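 Luminescence readout: a drop in cAMP-driven luciferase signal flags inverse agonism at a constitutively active GLP-1R stably expressed in HEK293. Compound exposure lasted 24 hr at 37 deg C, 5% CO2.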
# GLP1R ag: activates the human GLP-1 receptor; P43220; HEK293 GLP-1R CRE-luciferase, luminescence, 4-6 h; cells express a hypersensitive GLP-1R form; Potency, µM (titrated, usually from 45.6 µM), for inactives: at the top dose activation, most hits filed as activators; 0.007% of 380,000 active; note: % of control where 0% means no effect
# GLP1R cytotox: cytotoxic in the GLP-1 receptor inverse agonist counter-screen; AID 624418; HEK293 cAMP-luciferase reporter cells, luminescence, 24 h; 0.13% of 410,000 active; Potency, µM (top dose mostly 38.3 µM), for inactives: at the top dose activity change, negative = inhibition, most hits filed as inhibitors;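 note: loss of luciferase light is scored as toxicity; % is set by controls: 0 for no effect and ±100 for the full control effect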
#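 Luminescence readout: signal drop marks cytotoxicity. Plated cells grew 12 h at 37 °C, 5% CO2, received 23 nL compound for 24 h, then got luciferase reagent, read after 12 min at RT.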
# HT1080NT lethal: kills 2HG-producing HT-1080-NT fibrosarcoma cells; Potency, µM (doses to about 46.1 µM), for the others: at the highest dose activity, negative = less viability, actives largely listed as cytotoxic; 1.6% of 360,000 active; HT-1080-NT fibrosarcoma viability, CellTiter-Glo ATP luminescence, 48 h; AID 686970;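 note: NT is the 2HG producing partner of a matched IDH1 knockdown line; 0% = DMSO-treated cells and -100% = media-only wells without cells; nearly all actives have a fitted effect of over 55% in size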
#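 HT-1080-NT fibrosarcoma cells (2HG-overproducing), 750 cells/well in RPMI with 5% FBS, dosed after 2 h and incubated 48 h at 37C. CellTiter-Glo luminescence normalized to DMSO and no-cell wells; concentration-response curves fitted and classed.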
# SW480 rereplic: induces DNA re-replication in SW480 colon adenocarcinoma cells; SW480 DNA re-replication, Hoechst DNA content imaging, 48 h; Potency, µM (highest dose often 46.1 µM), for inactives: top-dose re-replication activation, usual class: activators; 1.8% of 340,000 active; AID 624297; note: % of control where 0% means no effect; nearly all actives have a fitted effect of over 55% in size
#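 Image-based DNA-content assay: after two days of treatment, nuclei were labelled with the DNA dye Hoechst and imaged, and hits were compounds raising the count of nuclei showing high fluorescence intensity.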
# KB-3-1 cytotox: KB-3-1 parental cell cytotoxicity | KB-3-1 viability, CellTiter-Glo ATP luminescence, 72 h | Potency, µM (doses to about 46.1 µM), inactives show at the top dose activity change, negative = cytotoxic, usual class: cytotoxic | 1.4% of 400,000 active | AID 1347075; note: % is set by controls: 0 for no effect and ±100 for the full control effect; nearly all actives have a fitted effect of over 60% in size
#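 KB-3-1 parental drug-naive adenocarcinoma cells in DMEM/10% FBS, incubated 72 h at 37 C with pin-transferred compounds across a concentration series. Viability by CellTiter-Glo luminescence; concentration-response curves fitted after normalization.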
# HT1080 IDH1KD tx: toxicity to HT-1080 IDH1 knockdown cells (counter line); HT-1080 IDH1 knockdown viability, ATP luminescence, 48 h; Potency, µM (series often up to 46.1 µM), for the others: top-dose activity, negative = toxicity, actives largely listed as cytotoxic; 2% of 360,000 active;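 note: 0% = DMSO wells and -100% = cell-free medium wells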
#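 Knockdown cells (IDH1KD HT-1080) received compounds 2 h after plating at 750 cells/well and were kept 48 h at 37 °C in 5% FBS RPMI. A CellTiter-Glo luminescence read gave % activity for curve fitting.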
# TDP-43 yeast inh: rescues yeast growth from TDP-43 toxicity; TDP-43 expressing yeast growth rescue, BacTiter-Glo, 24 h; Potency, µM (doses to about 46.1 µM), for the others: top-dose growth rescue (activation), most hits filed as activators; 1.8% of 410,000 active; note: % of control where 0% means no effect; nearly all actives have a fitted effect of over 50% in size
#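 In this qHTS, compounds that restore growth of yeast expressing TDP-43 appear as activators. Cells (OD600=0.02, galactose medium, raffinose-pregrown) are incubated with compound 24 hr at 30 deg C and growth is quantified by BacTiter-Glo.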
# * = called active by the depositor; ? = inconclusive; / = no result given; [ ] = dose if it differs, or a comment. Calls come from the whole dose curve; as a rule, active = well fitted curve in the direction sought with a large enough effect; inconclusive = small, poorly fitted or top-dose-only effect, or another doubt; inactive = no such curve, though single readings can be large; an effect the other way counts as inactive or inconclusive. Potency is the fitted concentration of half-maximal effect.
SMILES,KB-V1 cytotox,GLP1R inv ag,GLP1R ag,GLP1R cytotox,HT1080NT lethal,SW480 rereplic,KB-3-1 cytotox,HT1080 IDH1KD tx,TDP-43 yeast inh
CCOC(=O)c1cc(=O)c2c([N+](=O)[O-])ccc(OC)c2o1,4%,11%,-19%,-4%[1.53 µM],13%,-189%[inhibitor],0%,16%,24%
CCOC(=O)CCCSc1nnc(CCCCCN2C(=O)c3cccc4cccc(c34)C2=O)o1,-9%,11%,6%,6%,0%,-21%,-3%,10%,13%
COc1cccc(-n2c(SCc3ccccc3C)nc3c([nH]c4ccccc43)c2=O)c1,23µM*,?,4%,-9%,/,/,3%,/,11%
COc1ccc(C(=O)/C(=C/N(C)C)S(=O)(=O)c2ccccc2)cc1,?,21%[7.66 µM],8%,17%[7.66 µM],6%,-1%,13%,9%,0%[9.22 µM]
Cc1coc2cc3oc(=O)c(CCC(=O)NCC(=O)O)c(C)c3cc12,?,3%,-2%,5%,-1%,-7%,-1%,-3%,-6%
O=C(NCCC(=O)N1CCN(S(=O)(=O)c2ccccc2F)CC1)Nc1ccccc1,-17%,3%,-5%,-8%,2%,0%,5%,19%,16%
CC(C)Oc1ccc(CSc2ncn[nH]2)cc1,1%,21%[7.66 µM],5%,-3%[7.66 µM],-14%,3%,-2%,-17%,-7%[9.22 µM]
Cc1ccc(-c2cn(-c3ccccc3F)c(=S)[nH]2)cc1,-14%,26%,-4%,6%,-1%,-47%[inhibitor],-7%,-10%,16%
Cc1ccccc1NC(=O)COC(=O)CCSc1ccccc1,-2%,5%,8%,8%,1%,-48%[inhibitor],6%,-2%,0%
COC(=O)CNc1cc(S(=O)(=O)N2CCCCC2)ccc1Oc1cccc(C)c1,-3%,?,20%,2%,0%,-144%[inhibitor],2%,-17%,2%
COc1ccccc1-c1noc(CCCC(=O)N2CCOCC2)n1,7%,1%,8%,7%,1%,-4%,0%,0%,-10%
CC(C)CN(C(=O)CSc1nnnn1C)C1CCS(=O)(=O)C1 (stereo not given),?,1%,5%,2%,17%,-53%[inhibitor],4%,8%,16%
Nc1nc2ccccc2cc1C(=O)NCc1ccc(-c2ccccc2)cc1,2.6µM*,?,/,-19%,?,/,2.3µM*,1.3µM*,?
O=Cc1c[nH]c2ccc(NC(=O)OCc3ccccc3)cc12,?,-5%,16%,-1%,-5%,13%,?,-38%,0%
NCCC(=O)N1c2ccccc2Sc2ccc(Cl)cc21,-3%,?,-2%,-9%,-3%,?,-10%,-23%,18%
COCC(C)n1c(SCc2ccc(OC)c(F)c2)nc2ccccc2c1=O (stereo not given),?,?,?,30%,-19%,4%,-18%,-2%,11%
Cc1nc2cc(-c3ccccc3)nn2c(C)c1CCC(=O)NCc1cccc(Cl)c1,-5%,-6%,0%,-5%,/,/,2%,/,21%
Clc1nccnc1N/N=C/c1ccc(Br)cc1,-29%,-14%,11%,2%,-29%,-14%,?,-27%,?
Nc1c(N(CCO)C(=O)c2ccccc2OCc2ccccc2Cl)c(=O)[nH]c(=O)n1Cc1ccccc1,0%,12%,-3%,-17%,2%,3%,-2%,10%,11%
Cc1nc2cc(NC(=O)N3CCCC3)ccc2n1C,0%,-24%[0.307 µM],2%,2%[0.307 µM],24%,-2%,14%,15%,-5%
CN(C)N1C(N)=C(C#N)C(c2ccc(Cl)cc2)C2=C1CCCC2=O (stereo not given),15%,15%,1%,8%,1%,-3%,-16%,4%,-8%
CN(C(=O)COC(=O)C1CSC2(C)CCC(=O)N12)c1ccccc1 (stereo not given),-1%,6%,-3%,20%,1%,-9%,-3%,0%,10%
Brc1ccc(-c2nc3c4ccccc4ccn3c2Cc2ccccc2)cc1,0%,-12%,0%,3%,-2%,/,-6%,-1%,12%
Cc1c(NS(=O)(=O)c2cccs2)c(=O)n(-c2ccccc2)n1C,5%,11%,5%,0%,14%,-2%,-5%,11%,5%
CC1CC(C)CN(C(=O)c2ccc3c(c2)OCCO3)C1 (stereo not given),?,-18%,3%,-15%,-2%,-8%,?,-2%,0%
O=C1N/C(=C/c2ccco2)C(=O)N1Cc1ccccc1F,29%,11%,3%,3%,7%,0%,10%,10%,11%
CCn1nnnc1-c1ccc(OC)c(S(=O)(=O)N2CCCCC2)c1,7%,0%,4%,-8%,2%,-1%,10%,14%,6%
O=C(NC(CCl)c1ccccc1)c1ccc(Cl)cc1 (stereo not given),-2%,4%,3%,-3%,6%,-34%,-6%,-1%,13%
Cc1cc(/C=N/n2cnnc2)c(C)n1-c1ccc(C(=O)O)cc1,-1%,6%,14%,1%,0%,-4%,-6%,5%,-3%
O=C(Nc1ccccc1F)c1ccc2sc([C@H]3C[C@H](O)[C@@H](CO)O3)nc2c1,6%,23%,5%,1%,?,/,0%,20%,-1%
Cn1ncc2c(=O)n(CC(=O)NC34CC5CC(CC(C5)C3)C4)cnc21,13%,0%,-6%,-1%,-4%,-16%,6%,-1%,3%
O=C(COC(=O)c1cccs1)Nc1cc(S(=O)(=O)N2CCOCC2)ccc1Cl,1%,-5%,8%,-6%,-13%,6%,2%,-2%,-24%
CSc1ncc(C(=O)NCc2ccccc2Cl)c(C(F)(F)F)n1,7%,4%,/,2%,/,/,3%,/,21%
Cc1cc(N2CCN(C)CC2)nc2ccc(NC(=S)N3CCN(c4ccccn4)CC3)cc12,-4%,?,14%,0%,16µM*,?,-12%,?,-6%
Cc1cccc(N(CC(=O)Nc2c(C)n(C)n(-c3ccccc3)c2=O)S(C)(=O)=O)c1C,-19%,2%,-7%,1%,1%,17%,-2%,2%,-19%
CC(=O)c1ccc(N=C2SCCCN2C(=O)C2CCCCC2)cc1,4%,7%,21%,-24%,9%,-12%,-6%,15%,15%
CCN(CC)CCCN1C=C2C(=O)C(C)(OC(=O)CCC(=O)OC)C(=O)C=C2C=C1C1CC1 (stereo not given),-8%,2%,0%,8%,-16%,5%,9%,-4%,-17%
COc1ccc(-c2nnc3ccc(SC(C(C)=O)C(C)=O)nn23)cc1OC,0%,93%[activator],19%,-9%,-22%,26%,-2%,-8%,0%
CCN1CCN(S(=O)(=O)c2ccc(Cl)c(C(=O)N(CC(C)C)C3CCS(=O)(=O)C3)c2)CC1 (stereo not given),-21%,14%,18%,-7%,-9%,-1%,-1%,2%,-27%
Cc1ccc(Cl)cc1N1CCN(C(=O)c2ccc3c(c2)N(Cc2ccccc2)CCS3)CC1,?,19%,/,-14%,/,/,?,/,9%

# The list goes on; it opens with the 3 that closed the last part.
SMILES,KB-V1 cytotox,GLP1R inv ag,GLP1R ag,GLP1R cytotox,HT1080NT lethal,SW480 rereplic,KB-3-1 cytotox,HT1080 IDH1KD tx,TDP-43 yeast inh
COc1ccc(-c2nnc3ccc(SC(C(C)=O)C(C)=O)nn23)cc1OC,0%,93%[activator],19%,-9%,-22%,26%,-2%,-8%,0%
CCN1CCN(S(=O)(=O)c2ccc(Cl)c(C(=O)N(CC(C)C)C3CCS(=O)(=O)C3)c2)CC1 (stereo not given),-21%,14%,18%,-7%,-9%,-1%,-1%,2%,-27%
Cc1ccc(Cl)cc1N1CCN(C(=O)c2ccc3c(c2)N(Cc2ccccc2)CCS3)CC1,?,19%,/,-14%,/,/,?,/,9%
O=C(NCc1ccc(N2CCCC2=O)cc1)Nc1ccccc1,1%,8%,-4%,-32%,9%,-27%,9%,6%,9%
CCCCCCCCc1nc(SCC(C)=O)n[nH]1,-7%,?,20%,-6%,-2%,7%,26%,-7%,18%
COc1cc(C(=O)Nc2ccc(OCc3cc(=O)n4ccc(C)cc4n3)cc2)cc(OC)c1OC,5%,35%,/,-15%,/,/,0%,/,1%
CC1CC(C)CN(C(=O)c2ccccc2Nc2ccc(SC(F)F)cc2)C1 (stereo not given),-15%,?,6%,-5%,-2%,?,?,-14%,10%
CCC(CC)C(=O)N(C)c1c(C)nc2c(OCc3ccc(C#N)cc3)cccn12,3%,9%,10%,3%,9%,/,0%,0%,0%
O=C1Nc2ccccc2C(=O)N(c2ccc3c(c2)OCCO3)C1C(=O)NC1CC1 (stereo not given),11%,7%,/,-5%,13%,/,19%,19%,18%
O=C(Nc1ccc2c(c1)OCCO2)C(C1CC1)N1CCC(Cc2ccccc2)CC1 (stereo not given),6%,?,-3%,-8%,-2%,/,0%,-22%,16%
CCOC(=O)NNc1ccccc1,-2%,?,3%,0%,4.1µM*,-19%,-19%,3.7µM*,-19%
O=C1CC2(CCN(C(=O)COc3ccc(Cl)cc3)CC2)Oc2ccccc21,-10%,?,17%,-14%,-16%,-53%[inhibitor],-11%,0%,?
O=C(COc1ccccc1CNCc1ccccc1)Nc1ccccc1,-22%,?,-10%,-18%,?,2%,-27%,11µM*,-17%
CCN(CC)C(=O)c1csc([C@H]2C[C@H](O)[C@@H](CO)O2)n1,2%,22%,1%,-1%,23%,/,0%,12%,24%
CCn1cc(CN2CCCC(C(=O)Nc3ccc(-c4cscn4)cc3)C2)c(C)n1 (stereo not given),19%,-9%,6%,-4%,7%,-10%,-5%,-1%,-4%
COc1ccccc1Cn1c(=S)[nH]c2cc(C(=O)N3CCCC3)ccc2c1=O,-13%,10%,8%,-5%,-2%,22%,-13%,-16%,7%
COc1ccccc1/C=C/C=N/Nc1cccc(C(=O)O)c1,22%,-20%,-4%,79%[activator],1%,7%,14%,0%,?
Cc1cc(NC(=O)c2cccc(C(=O)Nc3cc(C)on3)n2)no1,?,?,-11%,-13%,-16%,7%,-11%,-25%,-18%
O=C(/C=C/c1ccc(F)cc1)NCCCN1CCN(CCCNC(=O)/C=C/c2ccc(F)cc2)CC1,-3%,?,-2%,-3%[1.53 µM],-6%,12%,1%,-5%,-9%
Cc1ccc(C2NC(=O)c3c(sc4c3CCN(C)C4)N2)o1 (stereo not given),-1%,4%,-3%,106%[activator],2%,-3%,-1%,-7%,-18%

# Compounds as they come; about 9.4% have a hit in one of these screens.
